TCR activator – activators of T cell receptors. 330,000 tested, under 10 active. AID 504894. Potency, µM (top dose mostly 9.22 µM), for inactives: at the top dose activation of IL-2 secretion, most hits filed as activators. primary human leukocytes, anti-CD3, IL-2 HTRF, 48 h; further: % of control where 0% means no effect
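Using a-CD3 beads without co-stimulation, primary human leukocytes were exposed to compounds for 48 hr. An HTRF IL-2 kit measured the cytokine, with europium-to-d2 energy transfer producing emission at 665nm upon 320nm excitation.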
S-ASM inh – human S-ASM enzyme inhibition; AID 504937; hit rate 0.006% among 340,000; Potency, µM (series often up to 57.5 µM), for inactives: at the top dose activity change, negative = inhibition, most hits filed as inhibitors; placental ASM, HMU-PC fluorogenic substrate, 60 min; further: potency means the concentration at half of the fitted maximal effect
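Fluorescence read-out (Ex 386 nm, Em 447 nm) after stopping the reaction at pH 10. Enzyme: ASM from human placenta; substrate HMU-PC0, 9 uM final; 60 min, 37 °C. Compound preincubation 10 min, ambient temperature.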
Eya2 inh – blocks the phosphatase activity of human Eya2; recombinant Eya2, OMFP fluorescence dephosphorylation (OMFP is methylfluorescein phosphate); Potency, µM (top dose mostly 76.9 µM), for the others: top-dose activity, negative = inhibition, usual class: inhibitors; hit rate 0.006% among 330,000; further: potency means the concentration at half of the fitted maximal effect; on the % scale 0 is the no-effect control and ±100 the full control effect
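Eya2 (0.2 uM) preincubated 10 min at ambient with compound, then OMFP substrate added at 50 uM; 10 min reaction in 50 mM HEPES pH 7.5, 50 mM NaCl, 5 uM MgCl2, 0.05% BSA, 1 mM DTT. Fluorescence read at Ex 485/Em 525 nm.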
Tb PFK inh – T. brucei PFK enzyme inhibition | T. brucei PFK, ADP-Glo luminescence | O15648 | AID 485367 | Potency, µM (series often up to 57.5 µM), without a hit: at the highest dose activity, negative = inhibition, hits mostly inhibitors | hit rate 0.17% among 330,000;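 further: potency means the concentration at half of the fitted maximal effect; 0% = uninhibited 1x PFK enzyme wells and -100% = no-enzyme wells; nearly all actives have a fitted effect of over 60% in size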
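In TEA buffer at pH 8.0 with 5 mM MgCl2, enzyme (1.25 nM) converted F6P (0.5 mM) and ATP (0.1 mM) for 45 min at room temperature. ADP product was read by luciferase luminescence.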
BCR signal inh – chronic active BCR signaling inhibition. Potency, µM (highest dose often 46.1 µM), inactives show top-dose ratio change, negative = lower green/red ratio, usual class: inhibitors. ABC-DLBCL IkBa-CBG/CBR reporter, luminescence ratio, 4 h. hit rate 0.05% among 340,000. AID 493014; active means well fitted inhibition curve with a large enough effect in the signal ratio, with a control signal flat, not every such curve was filed as active; inconclusive means small, poorly fitted or top-dose-only effect, or effect the other way, or a change in a side signal; the % refers to the signal ratio;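 further: potency means the concentration at half of the fitted maximal effect; plate controls were basal doxycycline-induced cells for no effect and cells given 10 µM MG132 for full effect; MG132 reads +100%, hits lower the ratio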
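Doxycycline induced both beetle luciferases in TMD8 lymphoma cells; IKK-driven degradation limits the IkappaBalpha-fused green signal, while red luminescence normalises for cell number and nonspecific effects. Compounds tested up to 46 uM, 4 hrs.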
Mito fusion act – blocks mitochondrial division or promotes mitochondrial fusion | hit rate 0.23% among 320,000 | AID 485298 | S. cerevisiae fusion-defective mutant growth rescue, CellTiterGlo 48 h | Potency, µM (doses to about 46.1 µM), for the others: at the highest dose growth rescue (activation), actives largely listed as activators;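 further: potency means the concentration at half of the fitted maximal effect; % of control where 0% means no effect; nearly all actives have a fitted effect of over 45% in size; temperature-sensitive fusion mutants such as fzo1-1 at 37 °C on non-fermentable ethanol glycerol medium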
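Luminescent cell viability in 1536-well qHTS format served as the measure of rescued growth in ts fusion-mutant S. cerevisiae cultured on non-fermentable YPEG for 48 hours at 37C.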
A-T KAP1 phos – candidate therapy for ataxia-telangiectasia; […] A-T fibroblasts, KAP-1 phosphorylation AlphaLISA; neocarzinostatin DNA damage 30 min before lysis; Potency, µM (highest dose often 57.5 µM), without a hit: at the highest dose activation, most hits filed as activators; AID 485349; hit rate 0.19% among 320,000; further: potency means the concentration at half of the fitted maximal effect; % of control where 0% means no effect; nearly all actives have a fitted effect of over 45% in size
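ATM-like activity read as KAP-1 phosphorylation via AlphaLISA donor/acceptor antibody pairs after lysis and 6 hr at 25C. Cells were ATM-null patient fibroblasts ([…], hTERT), dosed 60 min, then exposed to the DSB inducer NCS for 30 min.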
a7 integrin act – integrin-mediated muscular dystrophy alleviation activation; hit rate 0.064% among 350,000; alpha7betagal myoblasts, beta-gal FDG fluorescence, 48 h; Potency, µM (top dose mostly 38.3 µM), for inactives: top-dose activation, actives largely listed as activators; AID 624291;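 further: potency means the concentration at half of the fitted maximal effect; 100% = response of the positive control SU9516; nearly all actives have a fitted effect of over 60% in size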
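alpha7betagal+/- myoblasts (passage 13, 250/well) treated 48 h at 37C with compounds at 1:260 dilution of DMSO stock. Lysed, then beta-galactosidase activity read as FDG fluorescence (ex 480/em 540) after 30 min, with pre-read for autofluorescence.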
TSG101-PTAP inh – blocks PTAP/TSG101 interaction to inhibit HIV-1 budding. AID 493005. Q99816. Fluorescence polarization, FITC-PTAP peptide / Tsg101 binding. 340,000 tested, under 10 active. Potency, µM (doses to about 115 µM), for the others: at the top dose activity change, negative = inhibition, most hits filed as inhibitors; active means well fitted inhibition curve with a large enough effect in the main read-out, with a control signal flat, not every such curve was filed as active; inconclusive means small, poorly fitted or top-dose-only effect, or effect the other way, or a change in a side signal; inactive means no such curve, though single readings can be large or run the other way; further: potency means the concentration at half of the fitted maximal effect; % of control where 0% means no effect
Target sequence (Q99816 whole entry, looked up): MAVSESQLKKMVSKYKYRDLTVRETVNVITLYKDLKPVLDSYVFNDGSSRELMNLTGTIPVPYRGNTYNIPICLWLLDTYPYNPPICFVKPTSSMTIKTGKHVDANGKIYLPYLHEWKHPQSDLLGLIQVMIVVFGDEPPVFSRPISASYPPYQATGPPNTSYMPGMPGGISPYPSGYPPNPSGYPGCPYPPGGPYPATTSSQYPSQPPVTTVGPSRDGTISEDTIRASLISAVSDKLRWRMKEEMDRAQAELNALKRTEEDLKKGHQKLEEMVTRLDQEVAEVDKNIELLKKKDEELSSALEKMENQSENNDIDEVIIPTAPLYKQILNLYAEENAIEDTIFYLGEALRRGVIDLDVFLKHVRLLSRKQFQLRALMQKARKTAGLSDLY
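Fluorescence polarization binding of Tsg101 binding domain (10 uM final) to FITC-labeled PTAP peptide (50 nM final) in HEPES pH 7.5 buffer with NaCl, Tween 20, EDTA, TCEP. Compounds added before peptide; binding 20 min at RT.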
ELG1 repair inh – ELG1-dependent DNA repair inhibition | HEK293T ELG1-luciferase reporter, luminescence, 16 h; DNA damage induced by 5-fluorouridine | Potency, µM (series often up to 46.1 µM), for inactives: at the top dose activity change, negative = inhibition, actives largely listed as inhibitors | hit rate 2.3% among 330,000; further: potency means the concentration at half of the fitted maximal effect; on the % scale 0 is the no-effect control and ±100 the full control effect; nearly all actives have a fitted effect of over 55% in size
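HEK293T cells expressing luciferase-tagged ELG1 (2,000/well) received 5-Fluorouridine plus compound or DMSO for 16 hr at 37 °C. Luciferase was read by ONE-Glo luminescence after 30 min at room temperature.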
TSHR antagonist – blocks TSH signaling through the human TSH receptor | TSHR-expressing cells, TSH-stimulated cAMP HTRF, 2 h; stronger effect = lower value | activity change, negative = inhibition, % at 11.5 µM | AID 504810 | hit rate 0.2% among 330,000 | P16473;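 active means activity change below a set negative limit, meaning inhibition stronger than a set level, cut at about -70% in these data; inconclusive means activity change between two set negative limits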; further: on the % scale 0 is the no-effect control and ±100 the full control effect
Target sequence (P16473 whole entry, looked up): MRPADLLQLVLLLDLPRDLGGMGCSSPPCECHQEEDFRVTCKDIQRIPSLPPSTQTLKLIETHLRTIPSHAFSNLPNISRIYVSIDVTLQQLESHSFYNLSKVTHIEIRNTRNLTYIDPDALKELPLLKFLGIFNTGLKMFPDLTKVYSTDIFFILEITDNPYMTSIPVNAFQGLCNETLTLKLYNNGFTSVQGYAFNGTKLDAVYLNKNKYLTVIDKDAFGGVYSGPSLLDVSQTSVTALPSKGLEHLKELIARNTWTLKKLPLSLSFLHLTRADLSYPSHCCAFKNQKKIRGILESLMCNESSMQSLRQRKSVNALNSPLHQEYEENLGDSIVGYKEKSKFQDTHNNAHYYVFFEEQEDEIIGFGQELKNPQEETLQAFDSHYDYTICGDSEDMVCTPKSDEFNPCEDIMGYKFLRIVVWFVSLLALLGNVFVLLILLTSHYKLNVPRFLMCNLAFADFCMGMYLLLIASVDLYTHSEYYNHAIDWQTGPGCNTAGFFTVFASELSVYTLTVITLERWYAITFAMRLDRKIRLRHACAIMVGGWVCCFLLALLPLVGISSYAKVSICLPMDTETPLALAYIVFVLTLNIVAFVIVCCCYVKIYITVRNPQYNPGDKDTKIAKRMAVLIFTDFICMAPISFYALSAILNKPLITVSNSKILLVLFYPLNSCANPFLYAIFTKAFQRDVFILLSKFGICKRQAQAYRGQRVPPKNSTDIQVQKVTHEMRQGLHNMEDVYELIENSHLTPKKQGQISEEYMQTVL
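Antagonism was scored as loss of TSH-driven cAMP in TSHR cells, stimulated with 4nM TSH (EC80) for 2 hours at 37 deg C and detected by homogeneous HTRF competition immunoassay.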
* = called active by the depositor; ? = inconclusive; . = no result given; [ ] = another dose, or the depositor's remark. Unless noted, the call rests on the fitted dose curve; in most records, active means well fitted curve in the direction sought with a large enough effect; inconclusive means small, poorly fitted or top-dose-only effect, or another doubt; inactive means no such curve, though single readings can be large; an effect the other way counts as inactive or inconclusive.

SMILES | TCR activator | S-ASM inh | Eya2 inh | Tb PFK inh | BCR signal inh | Mito fusion act | A-T KAP1 phos | a7 integrin act | TSG101-PTAP inh | ELG1 repair inh | TSHR antagonist
CSc1cccc(NC(=S)NCCCN2CCN(c3ccc(F)cc3)CC2)c1 | 3% | -1% | -8% | -16% | 0% | -4% | 1% | 5% | -2% | ? | 8
Cc1ccnc(NC(=S)NC(=O)c2cccs2)c1 | 2%[46.1 µM] | 0% | -6% | -13% | . | -3% | -4% | -11% | -4% | ? | -1
O=C(NCc1cccnc1)c1ccc(Br)o1 | 1% | 3% | 2% | 8% | 0% | 0% | 11% | 11% | -3% | -1% | 3
CCCCNC(=O)c1sc2ncnc(N3CCc4ccccc4C3)c2c1C | . | 1% | -12% | 2% | 0% | 7% | 7% | 1%[7.66 µM] | -12% | ? | -18
CC1(C)CC(=O)/C(=C(/O)Cc2ccccc2)C(=NCCc2ccccc2)C1 | 2%[46.1 µM] | 1% | -4% | -6% | ? | ? | 9% | -3% | -7% | ? | -2
Cc1cc(Cl)ccc1NC(=S)N1CCOCC1 | 4%[46.1 µM] | 1% | 13% | -22% | -2% | -7% | -5% | 4% | 1% | 0% | 6
Cc1ccnc2nc(C(=O)OCC(=O)Nc3ccc([N+](=O)[O-])cc3Br)nn12 | -9% | -1% | 12% | -1% | 0% | 6% | 1% | -12% | -2% | 8% | -7
COc1cc(SC)ccc1C(=O)Nc1cc(C)ccn1 | -12% | 1% | 5% | -4% | ? | 16% | 30% | -3% | -2% | ? | 5
O=S(=O)(Nc1ccc(S(=O)(=O)Nc2nccs2)cc1)c1ccc(Br)cc1 | 0% | 1% | -9% | -4% | 6% | -2% | 16% | 4% | -5% | 0% | -3
COc1cccc(NC(=O)c2ccc(S(=O)(=O)N3CCCCC3)cc2)c1 | -7% | -2% | 6% | -2% | ? | 8% | 2% | -13% | 1% | -22% | 0
O=C(CCC(=O)Nc1ccccc1Cl)NNC(=O)COc1ccc([N+](=O)[O-])cc1 | 6% | 0% | 3% | 0% | 4% | 5% | 3% | -21% | -2% | 16% | -3
CCOc1c2ccc(C(=O)NCc3ccc4c(c3)OCO4)cc2nn1CCOC | 6% | 39%[activator] | 0% | -15% | 1% | -7% | 0% | 24% | -5% | 17% | 15
CCOc1ccc(C2/C(=C(\O)c3ccc(OC)c(OC)c3)C(=O)C(=O)N2c2cc(C)on2)cc1OC (configuration not stated) | 3% | -2% | 9% | 2% | 6% | -5% | -5% | 19% | -7% | 5% | -12
C/C=C/C(=O)OCC(=O)Nc1nc2ccc(C)cc2s1 | 0% | -1% | -11% | 5% | -29% | 1% | . | -5% | 0% | ? | -9
c1ccc(-c2csc3ncnc(N4CCN(Cc5ccc6c(c5)OCO6)CC4)c23)cc1 | 11% | -2% | -5% | -1% | 1% | -3% | -7% | ? | 3% | ? | -3
CCCC(NC(=S)NCC1CCCO1)C12CC3CC(CC(C3)C1)C2 (configuration not stated) | -1% | -1% | -3% | 4% | 4% | -2% | 1% | 10% | -2% | ? | -5
COc1ccc(C2(C(=O)Nc3ccc(C(=O)O)cc3)CCOCC2)cc1 | 1% | 4% | 16% | -7% | ? | 2% | -2% | -18% | -3% | 11% | -2
CC1(C)Cc2cccc(C(=O)Nc3ccc(F)cc3F)c2O1 | 4% | -3% | -2% | 0% | ? | 9% | 29% | 12% | -4% | 2% | 12
CCc1ccc(C2NC(=S)NC3=C2C(=O)CC(C)(C)C3)cc1 (configuration not stated) | -4%[46.1 µM] | 53%[activator] | 0% | -5% | 0% | -7% | -1% | 23% | -1% | 13% | -10
COc1ccc(C)cc1NC(=O)CN1C(=O)COc2ccc(S(=O)(=O)N3CCCCC3)cc21 | -3% | -4% | 1% | 4% | 8% | -7% | -3% | -23% | -9% | 1% | -1
O=C(Nc1ccccc1-c1ccccc1)C1CCCCC1 | 1%[46.1 µM] | 4% | 2% | -5% | 13% | 10% | -1% | 0% | 0% | 2% | -10
COc1ccc(CCNC(=O)/C=C/c2ccc(OC)c(S(=O)(=O)N3CCOCC3)c2)cc1 | 0% | 3% | -1% | 2% | 1% | 2% | -7% | 4% | -3% | -18% | -3
O=C(CCCc1ccccc1)N=C1SC2CS(=O)(=O)CC2N1c1ccccc1F (configuration not stated) | 0% | 1% | 7% | 0% | -1% | 2% | 5% | ? | -1% | 16% | 11
COc1ccc(C(=O)/C=C/Nc2ccc(S(=O)(=O)Nc3cccc(C(C)=O)c3)cc2)cc1 | 1%[46.1 µM] | 60%[activator] | -14% | -5% | ? | 0% | -3% | -22% | -6% | 23µM* | -45
CCOC(=O)c1sc(NC(=O)CCN2CCN(CC)CC2)c(C(=O)OCC)c1C | -2% | -1% | -19% | -3% | -6% | -10% | -4% | -63%[inhibitor] | -1% | -1% | -3

(list continues)
SMILES | TCR activator | S-ASM inh | Eya2 inh | Tb PFK inh | BCR signal inh | Mito fusion act | A-T KAP1 phos | a7 integrin act | TSG101-PTAP inh | ELG1 repair inh | TSHR antagonist
O=c1c2c(n3cnnc3n1C1CCCCC1)-c1ccccc1CC21CCCCC1 | 1%[46.1 µM] | -2% | 0% | -4% | -10% | -2% | 4% | 19% | -12% | -1% | 5
Cc1cnc(C(=O)OCC(=O)N2CCc3ccccc32)cn1 | 8% | -2% | 3% | 0% | 0% | 2% | 1% | 0% | -5% | 7% | 1
CC1=C(C(=O)OCC2CCCO2)C(c2ccc(Cl)c(Cl)c2)NC(=O)N1 (configuration not stated) | -1% | 2% | -7% | -3% | ? | 1% | 17% | 12% | -5% | ? | 31
O=C(O)CCCc1c(-[n+]2ccccc2)[nH]c2ccccc12 | 3% | -3% | -1% | 3% | 2% | -4% | -5% | 7% | 0% | -9% | 6
Cc1cccc(N2CCN(C(=O)Cc3cn(C)c4ccccc34)CC2)c1C | . | -13% | -17% | 6% | ? | 10% | -12% | -21% | -9% | ? | 10
O=C1c2ccc3c4c(ccc(c24)C(=O)N1NC(=O)C(F)(F)F)CC3 | 6% | 105%[activator] | 5% | 1% | -14% | 0% | 0% | -2% | -2% | 3% | -6
O/C(=C\c1nc2ccccc2[nH]1)c1cccs1 | -6% | 36%[activator] | 5% | 0% | ? | 2% | 0% | -18% | 1% | ? | -3
CCCCSc1nc2c(c(C(F)(F)F)c1C#N)CCC2 | 6% | 1% | 8% | 3% | 14% | 0% | . | 10% | -4% | 10% | -6
Cc1c(-c2ccccc2)oc2nc3c(c(=O)n(C)c(=O)n3C)n12 | . | . | -1% | 4% | 0% | 3% | -2% | . | . | 11% | 6
NS(=O)(=O)c1ccc2nc(-c3ccccc3)c(-c3ccccc3)nc2c1 | 3% | 12% | 2% | 1% | 11% | 6% | 2% | -3% | -3% | -5% | -7
CCOc1ccc(C(=O)Nc2cc(C)on2)cc1OCC | -2% | -2% | 11% | -6% | ? | 1% | 1% | -6% | 2% | 0% | 0
Cc1noc(C)c1CSc1nnc2cc(C)c3ccccc3n12 | -6% | 3% | 27% | 7% | 0% | -3% | -1% | 14% | 2% | 19% | 2
CC(=O)c1cccc(N(CC(=O)NCCc2ccccc2)C(=O)c2csnn2)c1 | -1% | 3% | -3% | 1% | -4% | -3% | -1% | 9% | 3% | 23% | 6
C=CCc1ccc(OCCOCCOc2ccc(C)cc2[N+](=O)[O-])c(OC)c1 | 8% | -6% | -5% | 6% | -1% | -3% | 7% | 0% | -3% | -11% | 19
O=C1C=C(/C=C/c2ccccc2)C[C@@H](c2ccc3c(c2)OCO3)C1 | 6% | -12% | -1% | -3% | ? | ? | -5% | 1% | -5% | -1% | 29
O=C(C1CCCN(S(=O)(=O)c2cc(Cl)ccc2Cl)C1)N1CCCC1 (configuration not stated) | 4% | -1% | -5% | 3% | -11% | -5% | -10% | 3% | . | ? | -2
Cc1ccc(NC(=O)CSc2nc3ccccc3c(=O)[nH]2)cc1[N+](=O)[O-] | -1% | -2% | -25% | 6% | 3% | . | 12% | 3% | 0% | 10% | -13
CCN(CC)C(=O)CN1C(=O)c2cccc3cccc(c23)C1=O | 2% | 7% | 3% | 2% | -2% | -5% | -2% | 14% | -1% | 29% | 5

Screening data (PubChem BioAssay)
